LYPLA2 inh: LYPLA2 inhibitors, primary screen, counter-screen for PME1 inhibitor project, biochemical, fluorescence polarization, FP-Rh probe ABPP | recombinant LYPLA2 | AID 2177, 2009 | Acyl-protein thioesterase 2 (Homo sapiens), O95372 | actives 0.38% (n = 320,000) | inhibition, % at 5.9 µM;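 active means inhibition above the screen-wide mean plus 3 SD, limit set per campaign, cut at about 26% in these data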;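 further: 0% = LYPLA2 with DMSO and 100% = wells lacking LYPLA2 enzyme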
Target sequence (O95372 whole entry, looked up): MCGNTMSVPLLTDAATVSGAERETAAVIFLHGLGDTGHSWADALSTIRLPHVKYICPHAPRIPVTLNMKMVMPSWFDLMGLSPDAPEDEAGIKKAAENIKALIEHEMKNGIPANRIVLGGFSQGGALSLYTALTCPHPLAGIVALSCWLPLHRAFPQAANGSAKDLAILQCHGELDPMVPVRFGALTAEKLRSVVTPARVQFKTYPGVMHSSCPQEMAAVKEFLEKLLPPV
GSTO1 inh: inhibitors of recombinant GSTO1, primary screen, counter-screen for RBBP9 inhibitor project, biochemical, fluorescence polarization; Glutathione S-transferase omega-1 (Homo sapiens), P78417; activity-based probe fluorescence polarization; inhibition, % at 5.96 µM; actives 1.1% (n = 300,000);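 active means inhibition above the campaign mean inhibition plus 3 SD, cut at about 35% in these data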;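 further: 0% = GSTO1-1 with DMSO and 100% = wells lacking GSTO1-1 enzyme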
Target sequence (P78417 whole entry, looked up): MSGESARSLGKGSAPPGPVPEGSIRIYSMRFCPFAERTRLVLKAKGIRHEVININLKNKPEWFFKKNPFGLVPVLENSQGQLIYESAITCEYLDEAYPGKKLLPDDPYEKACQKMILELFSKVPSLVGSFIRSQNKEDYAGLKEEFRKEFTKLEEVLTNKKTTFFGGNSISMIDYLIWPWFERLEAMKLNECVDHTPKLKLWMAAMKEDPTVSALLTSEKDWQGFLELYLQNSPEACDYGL
PREPL inhibitor: PREPL enzyme inhibitors, primary screen, biochemical, fluorescence polarization; recombinant PREPL, fluorescence polarization activity-based probe; inhibition, % at 5.96 µM; actives 0.68% (n = 320,000); AID 2751, 2010; in the data active means inhibition above about 43%;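 further: 0% = enzyme with DMSO and 100% = wells lacking enzyme; many of its hits are not listed in these tables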
PAFAH1B3 FP inh: PAFAH1B3 enzyme inhibitors, primary screen, biochemical, fluorescence polarization, human; Platelet-activating factor acetylhydrolase IB subunit alpha1 (Homo sapiens), Q15102; recombinant PAFAH1B3, FP-rhodamine probe; inhibition, % at 3.39 µM; actives 0.28% (n = 340,000);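 active means inhibition above the screen-wide average of all tested compounds plus 3 SD, cut at about 25% in these data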;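 further: 0% = enzyme with DMSO only and 100% = wells lacking PAFAH1B3 protein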
Target sequence (Q15102 whole entry, looked up): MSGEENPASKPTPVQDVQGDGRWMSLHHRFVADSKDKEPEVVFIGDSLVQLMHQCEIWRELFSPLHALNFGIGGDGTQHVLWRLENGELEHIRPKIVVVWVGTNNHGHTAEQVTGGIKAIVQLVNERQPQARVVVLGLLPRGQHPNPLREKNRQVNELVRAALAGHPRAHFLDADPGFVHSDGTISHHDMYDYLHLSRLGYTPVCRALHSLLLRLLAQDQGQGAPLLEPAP
EBNA-1 inh: EBNA-1 DNA-binding inhibitors, primary screen, biochemical, fluorescence polarization; actives 0.34% (n = 300,000); inhibition, % at 14.8 µM; AID 1950, 2009; in the data active means inhibition above about 28%
PAFAH2 FP inh: PAFAH2 enzyme inhibitors, primary screen, biochemical, fluorescence polarization, human; Platelet-activating factor acetylhydrolase 2, cytoplasmic (Homo sapiens), Q99487; recombinant PAFAH2, FP-rhodamine activity probe; inhibition, % at 3.39 µM; actives 0.99% (n = 340,000);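 active means inhibition above the mean over all tested compounds plus 3 SD, cut at about 30% in these data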;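 further: inhibitors block probe labeling of enzyme so polarization drops; 0% = enzyme with DMSO and 100% = wells lacking PAFAH2 protein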
LYPLA1 counter: LYPLA1 inhibitors, primary screen, counter-screen for PME1 inhibitor project, biochemical, fluorescence polarization, FP-Rh probe ABPP; actives 0.16% (n = 320,000); inhibition, % at 5.9 µM; recombinant LYPLA1;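 active means inhibition above the mean of all tested compounds plus 3 SD, set per campaign, cut at about 14% in these data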;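 further: inhibitors block serine hydrolase probe labeling of LYPLA1 so polarization falls; 0% = enzyme with DMSO and 100% = wells lacking LYPLA1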
Target sequence (O75608 whole entry, looked up): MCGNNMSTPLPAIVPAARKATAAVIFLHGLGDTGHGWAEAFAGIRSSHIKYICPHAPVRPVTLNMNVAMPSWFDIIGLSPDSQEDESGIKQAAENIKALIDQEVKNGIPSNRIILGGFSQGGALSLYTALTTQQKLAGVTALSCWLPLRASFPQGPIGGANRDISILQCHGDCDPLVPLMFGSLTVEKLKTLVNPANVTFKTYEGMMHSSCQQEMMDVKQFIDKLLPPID
ZTA DNA inh: ZTA (EBV) inhibition in EBNA-1 counter-screen; AID 2234; actives 0.15% (n = 320,000); inhibition, % at 11 µM; ZTA-DNA binding, fluorescence polarization; P03206; in the data active means inhibition above about 33%
PAD4 FP inh: human PAD4 inhibitors, primary screen, biochemical, fluorescence polarization, 1536-well format; Protein-arginine deiminase type-4 (Homo sapiens), Q9UM07; inhibition, % at 6.36 µM; actives 0.41% (n = 330,000); recombinant PAD4, RCA probe fluorescence polarization;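 active means percent inhibition above a cutoff equal to the mean of all tested compounds plus 3 SD, cut at about 15% in these data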;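 further: 0% = PAD4 with RCA probe and DMSO and 100% = probe without PAD4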
An asterisk follows results filed as active; . = not tested or not shown. Only part of the results is shown, so the mix of outcomes need not match the whole.

SMILES	LYPLA2 inh	GSTO1 inh	PREPL inhibitor	PAFAH1B3 FP inh	EBNA-1 inh	PAFAH2 FP inh	LYPLA1 counter	ZTA DNA inh	PAD4 FP inh
COc1cc(OC)cc(C(=O)N[C@H](C(=O)Nc2nc3c(s2)CCCC3)C(C)C)c1	-11.9	5.2	-6.7	4.0	5.6	4.1	-6.5	-1.9	-0.6
CC(Sc1nc2sc3c(c2c(=O)n1-c1ccccc1)CCCC3)C(=O)O (stereo unspecified)	2.6	-3.4	-4.4	-0.3	3.4	-2.2	4.1	5.8	5.4
COc1ccc(N2CCN(C(=O)CN3C(=O)C4CC=CCC4C3=O)CC2)cc1 (stereo unspecified)	-3.1	0.3	8.8	5.2	-0.3	5.7	1.1	2.5	2.9
Cc1csc(NC(=O)Cn2cnnn2)n1	0.0	2.0	-6.7	4.8	3.8	-3.8	1.4	-2.7	-2.1
Cc1cc(C(=O)Nc2ccc3c(c2)OCCO3)ccc1[N+](=O)[O-]	-5.7	6.3	8.5	1.2	-5.3	2.9	-3.3	-0.1	-1.6
Cc1ccc(C2CC(c3cccs3)=NN2C(=O)CSc2nc3ccccc3o2)cc1 (stereo unspecified)	-3.8	-6.1	-2.7	9.8	9.9	1.3	-3.9	15.6	-1.0
O=C(NNS(=O)(=O)c1ccc([N+](=O)[O-])cc1)c1ccc([N+](=O)[O-])cc1	4.2	-0.7	4.2	11.0	2.2	-1.2	-3.6	-5.2	-2.9
Nc1nc2ccc(C(=O)N3CCCCC3)cc2s1	0.8	-1.7	8.9	-0.7	-3.9	-0.9	-1.5	-11.8	-1.9
COc1ccc(NC(=O)C2CC(=O)OC2c2ccccc2)cc1 (stereo unspecified)	2.5	8.8	19.6	0.6	6.0	-9.9	1.1	-5.5	-2.4
CCc1ccc(OCCCOc2ccc(C=O)cc2)cc1	-4.9	-1.7	5.5	-2.4	-3.5	-2.2	0.8	-6.9	3.3
CC(=O)Nc1sc2c(c1CN1CCN(c3ccc(F)cc3)CC1)CCCC2	4.0	0.0	26.9	5.3	-15.6	-6.3	3.6	-18.6	0.3
Cc1ccc(N(CC(=O)NC2CCCC2)C(=O)c2ccc(C)s2)cc1	-2.5	0.9	1.4	1.4	4.2	-0.3	-2.8	11.2	2.3
O=C(c1cccnc1NCc1ccccc1)N1CCOCC1	1.0	0.6	5.6	5.0	-1.2	-6.4	-1.0	-22.7	3.4
COc1ccc(OC)c(NC(=O)NCCCCc2ccccc2)c1	-12.0	4.0	8.6	0.8	-3.0	6.0	-11.8	0.6	-4.6
Fc1ccccc1CN(CCN1CCOCC1)C(=S)Nc1ccccc1Cl	4.1	10.5	2.9	-0.2	5.8	1.4	1.9	11.9	5.6
N#C/C(=C\c1ccc(OCCN2CCOCC2)cc1)C(=O)Nc1ccccc1	-1.5	-6.0	0.5	2.0	-1.8	-2.7	-2.9	3.9	-1.2
Cc1cccc(C)c1NS(=O)(=O)c1ccc(-c2cnc(C3CC3)o2)cc1	2.4	-6.8	11.9	1.3	5.0	5.3	1.0	-4.6	0.3
Cc1cccc(N2CCN(C(=O)c3ccc(S(=O)(=O)N(C)c4ccccc4)cc3)CC2)c1C	.	.	-11.3	-3.7	.	-2.5	.	.	4.7
COc1cc(F)ccc1CN1CCC(n2nccc2NC(=O)C2CCOC2)CC1 (stereo unspecified)	-1.0	-1.4	-1.7	2.6	7.7	3.2	1.8	15.0	-1.7
O=C(c1ccc(COCC(F)(F)F)o1)N1CCCC1	4.3	22.3	9.7	0.4	7.8	-2.1	-1.0	-12.1	-4.7

The final three compounds of the section before come first, to join the parts.
SMILES	LYPLA2 inh	GSTO1 inh	PREPL inhibitor	PAFAH1B3 FP inh	EBNA-1 inh	PAFAH2 FP inh	LYPLA1 counter	ZTA DNA inh	PAD4 FP inh
Cc1cccc(N2CCN(C(=O)c3ccc(S(=O)(=O)N(C)c4ccccc4)cc3)CC2)c1C	.	.	-11.3	-3.7	.	-2.5	.	.	4.7
COc1cc(F)ccc1CN1CCC(n2nccc2NC(=O)C2CCOC2)CC1 (stereo unspecified)	-1.0	-1.4	-1.7	2.6	7.7	3.2	1.8	15.0	-1.7
O=C(c1ccc(COCC(F)(F)F)o1)N1CCCC1	4.3	22.3	9.7	0.4	7.8	-2.1	-1.0	-12.1	-4.7
CC(C)C(=O)Nc1nnc(Cc2c[nH]c3ccccc23)s1	-2.5	0.9	-0.2	-4.4	12.8	3.6	-0.3	1.5	6.3
CC(C)CN(CC(C)C)C(=S)Nc1ccc(Cl)cc1	5.5	4.7	-6.6	7.2	-11.1	-2.0	0.9	-14.2	-4.0
O=C(CSC(=S)N1CCOCC1)c1cc(Br)cc(Br)c1O	-38.0	-51.7	-31.7	-7.2	6.9	3.3	-25.0	5.8	-95.0
O=C(NCc1nnc(SCC(=O)N2CCCCCC2)o1)c1ccccc1F	1.2	4.2	3.3	0.5	12.9	3.0	-0.1	11.9	-1.0
O=c1oc2c3c(nn2c2ccccc12)CCCC3	2.0	8.6	-2.6	8.0	12.1	-4.7	-1.4	-1.3	0.1
CCN(C(=S)NCCOC)c1cccc2ccccc12	7.7	-0.4	5.5	1.6	8.9	-1.9	-0.4	0.8	1.7
COC(=O)c1ccc(C(=O)OC)c(NC(=S)N2CCN(c3ccccn3)CC2)c1	1.5	-10.2	-0.8	-3.5	0.8	-4.6	0.8	-10.5	1.7
COc1ccc(C(=O)NN=C2CCCC2)c(OC)c1	-1.6	-0.4	10.0	-9.9	-17.0	-6.1	-3.0	9.1	-6.1
CC1(C)CC(=O)C2=C(C1)Oc1ncn(Cc3ccco3)c(=N)c1C2c1ccccc1 (stereo unspecified)	0.4	1.0	-4.7	1.9	0.8	11.8	-0.2	-0.5	-1.6
C=CCn1c(=NC(=O)C2COc3ccccc3O2)sc2cc(S(N)(=O)=O)ccc21 (stereo unspecified)	-5.8	-1.1	24.4	4.1	31.5*	-1.7	-6.7	7.8	3.0
Cc1ccc(OCc2nc(-c3cccs3)no2)c([N+](=O)[O-])c1	6.5	3.7	-6.5	7.0	-5.2	7.2	1.1	5.4	-5.3
CN1CCC(=O)N([C@H](CO)Cc2ccccc2)CC1	-12.8	-0.4	-1.0	-6.9	9.2	4.6	-0.8	-0.4	5.3
O=C(COC(=O)c1ccccc1O)Nc1ccc2ccccc2c1	.	.	-20.9	7.7	.	1.7	.	.	1.4
COc1ccc(NCc2ccc(OC)c(OC)c2)cc1	3.8	13.0	17.4	.	-2.0	.	2.9	15.9	-6.9
O=C(NCc1ccc(Cl)cc1)C(=O)NCC1OCCN1C(=O)c1ccc(Cl)cc1 (stereo unspecified)	-0.8	2.8	-13.8	0.6	2.9	-1.3	-0.6	6.5	6.8
Cc1cccc(C(=O)NCC(=O)OCc2cc(=O)n3ccsc3n2)c1	-2.2	-3.0	-3.1	0.0	0.6	2.1	-0.8	2.0	-3.3
O=C(NCCCCc1ccccc1)C1CC(c2cc(C(F)(F)F)cc(C(F)(F)F)c2)=NO1 (stereo unspecified)	11.2	-3.1	13.7	-3.1	6.0	-1.3	2.8	-1.4	2.5
COc1ccc(OC)c(NC(=O)Cn2cccc2)c1	1.3	7.0	19.6	7.9	9.9	-0.1	-0.4	-2.2	1.3
Cn1ncc(Br)c1C(=O)NCc1cccs1	-2.5	1.8	7.8	5.6	0.6	3.4	-0.5	-9.4	-6.0
CCC1CCCCN1C(=O)c1c(-c2ccccc2)noc1C (stereo unspecified)	-0.6	5.2	-7.8	9.5	-1.7	2.6	0.8	-4.3	-2.4
CC(=O)Nc1ccc(NC(=O)C(C)n2nc(C)c([N+](=O)[O-])c2C)cc1 (stereo unspecified)	-1.0	-2.4	6.2	13.4	-3.3	-4.6	-4.9	-5.1	-6.5
O=C(COC(=O)CCc1ccccc1)NC(c1ccccc1)c1ccccc1	-0.2	19.0	-1.2	1.6	-6.8	2.9	-1.9	0.7	-4.2
CCCc1c(C(=O)N/N=C/c2ccc(C)s2)nnn1-c1nonc1N	1.4	-5.3	8.6	-2.7	-3.8	-2.6	-0.7	-5.4	-1.6
CC(C)CC(=O)Nc1cccc(C(=O)Nc2ccccc2C(=O)O)c1	-1.7	-11.6	5.2	7.2	0.8	-0.3	-2.3	9.6	-1.5
c1cc2c(cc1Nc1nc(-c3ccc4c(c3)OCO4)cs1)OCCO2	0.1	5.0	-5.6	8.3	5.7	5.1	-4.6	-22.6	2.5
Cc1cc2c(cc1C)C(c1ccccc1F)CC(=O)N2 (stereo unspecified)	-2.9	-0.9	-7.8	4.9	-16.6	-0.5	-1.8	-25.7	-1.2
CCOC(=O)C(=CNc1ccc(-c2ccco2)c(Cl)c1)C(=O)OCC	-1.8	4.3	12.9	-2.4	4.5	5.1	-5.1	4.5	-1.5
COC1(OC)C(/C=C/c2ccc(C)cc2)C(C#N)(C#N)C1(OC)OC (stereo unspecified)	4.7	-10.6	-10.1	1.6	2.1	15.8	0.5	-15.7	-4.0
CC(=O)c1ccc(C(=O)N2CCC(n3nccc3NC(=O)C3CC3)CC2)cc1	4.2	-8.8	-0.1	10.0	0.2	4.5	-1.0	2.0	-7.7
Cc1ccc(Nc2nnc(SCC(=O)NCCN3C(=O)CSC3=O)s2)cc1	-0.5	0.9	17.8	-3.7	-1.0	7.0	2.5	-19.6	-5.5
CCOc1cccc2cc(C(=O)NCc3ccccc3)c(=N)oc12	-5.2	-0.4	2.9	6.0	1.9	3.9	-0.3	-8.9	2.2
Fc1ccc(N2CCN(C(c3cccs3)c3nnnn3CCc3ccccc3)CC2)cc1 (stereo unspecified)	6.2	-5.8	-120.7	2.1	0.4	3.5	-4.3	-2.4	-1.7
CC(C)N1CCc2c(sc(NC(=O)CCc3ccccc3)c2C(N)=O)C1	-1.4	7.2	11.0	1.6	-7.9	4.4	2.5	4.7	-3.8
O=C(CCl)Nc1ccc(-c2ccccc2)cc1	11.3	76.3*	6.3	1.2	6.7	5.1	0.9	6.7	5.5
CC(C)[n+]1ccn(C2=C([O-])c3ccccc3C(=O)/C2=N\S(=O)(=O)c2ccccc2)c1	8.0	61.0*	21.2	16.8	-3.3	1.9	2.9	-12.4	-4.4
CC(C)(C)NC(=O)c1cccc(NC(=O)c2ccc(NC(=O)c3ccco3)cc2)c1	-10.7	7.6	11.8	-5.4	3.5	-2.0	-7.0	-10.8	-3.0
O=C(CSc1nnc2c(Cl)cc(Cl)cn12)N1CCN(c2ccc(F)cc2)CC1	3.1	-5.2	8.1	-5.7	7.8	7.1	0.6	0.4	-3.1
COc1ccc(OCc2csc(N)n2)cc1	-3.4	-0.7	3.5	0.5	7.2	2.6	-0.4	-19.3	3.5
CC(C)(C)OC(=O)N1CCC(C(=O)NCC2CCCO2)CC1 (stereo unspecified)	2.9	2.4	3.5	3.3	1.7	-1.8	3.0	-8.7	0.2
Cc1nn2c(NC(C)C)c3c(nc2c1-c1ccccc1)CCC3	6.8	-7.8	12.1	6.5	-3.8	8.1	2.9	2.6	-3.8
CCc1ccc(-c2nc(CS(=O)CC(=O)NC3CC3)c(C)o2)cc1 (stereo unspecified)	-6.9	8.1	3.0	3.4	5.5	-1.9	-5.2	11.7	-5.7
CCOc1ccc(C(=O)Nc2ccc(NC(=O)c3ccccc3)cc2)cc1Br	1.6	3.0	-4.1	9.9	2.1	4.8	-0.7	-11.3	-6.1

Assay outcomes from PubChem.
